XiGFP reactiv – activators of X-chromosome reactivation in mouse fibroblasts | XiGFP mouse fibroblasts, % GFP-positive cells imaging, 3 d; cells co-treated with 5-aza-dC sensitizer; scaled so ellipticine positive control = 100% | activation, % at 7.58 µM | actives 0.055% (n = 360,000);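 active = mean normalized replicate activation at least 10% and every replicate at or above 10%; inconclusive = only one of the two criteria met; inactive = mean below 10% and not all replicates reach 10%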;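 note: 0% = median of on-plate neutral control wells and 100% = ellipticine 6 µM median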
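Material: XiGFP fibroblasts, SV40-immortalized. Buffer or medium: DMEM plus 5-aza-dC sensitizer. Compound: single concentration per compound, delivered by pin transfer. Times: 3 days compound exposure. Controls: ellipticine 6 µM.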
RAD52 anneal inh – inhibitors of human RAD52 DNA annealing; actives 0.46% (n = 360,000); P43351; inhibition, % at 18.7 µM; recombinant RAD52 DNA annealing, FRET fluorescence;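 active = every replicate showing at least 50% inhibition; inconclusive = mean inhibition at least 50% but not in every replicate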
Casp6 inh – inhibitors of human caspase-6; purified caspase-6, Z-VEID-R110 cleavage fluorescence; actives 0.53% (n = 350,000); inhibition, % at 12.5 µM; P55212;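 active = mean inhibition across replicates at least about 35%, with every replicate also reaching that limit, limit read from the data; inconclusive = only one of the two criteria met; inactive = neither criterion met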;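 note: 0% = median of neutral control wells and 100% = no fluorescence left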
Target sequence (P55212 24-179 limits assumed): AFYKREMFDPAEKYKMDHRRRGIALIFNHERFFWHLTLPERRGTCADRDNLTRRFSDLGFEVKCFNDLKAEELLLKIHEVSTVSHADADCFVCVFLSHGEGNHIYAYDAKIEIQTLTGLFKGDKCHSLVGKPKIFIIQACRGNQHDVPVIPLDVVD
Target sequence (P55212 194-293 limits assumed): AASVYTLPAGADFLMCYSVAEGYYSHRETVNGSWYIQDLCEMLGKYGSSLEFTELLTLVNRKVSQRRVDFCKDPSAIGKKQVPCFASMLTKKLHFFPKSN
INS-1E GSIS act – GLuc luminescence reporter in INS-1E cells, primary screen for activators of glucose-dependent secretion of insulin; INS-1E GLuc reporter insulin secretion, 2-3 h; activation, % at 16.6 µM; actives 0.61% (n = 370,000);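 active = lowest replicate activation of at least 40%, so every replicate reaches that level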;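 note: 0% = median of neutral control wells and 100% = median of IBMX positive control wells; some compounds called inactive have numbers as strong as hits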
E-sel inducer – induces E-selectin expression in human endothelial cells; actives 0.37% (n = 260,000); HUVEC E-selectin immunofluorescence imaging; normalized: neutral wells 0, TNF-alpha wells 100; activation, % at 7.58 µM; P16581; AID 686992;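 active = mean E-selectin-positive cell signal at least 10% of the positive control, reached in at least 60% of replicates, without over 20% cell loss; inconclusive = no rule given, readout overlaps actives, possibly toxicity-flagged; inactive = the rest, including those meeting only one limit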;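 note: in these data hits start at about 27%; measured in HUVEC primary endothelial cells; signal is the percent of cells scored E-selectin positive by PE staining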
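System: HUVEC, human umbilical vein endothelial cells; quantity: 3,000 cells/well; buffer or medium: EGM-2 medium, gelatin-coated wells; dosing: single-point compound dose; detection: immunofluorescence imaging; evaluation: % PE-positive cells; benchmarks: TNF-alpha, DMSO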
F508del corr – CFTR F508del correction in bronchial cells. CFBE cells, YFP halide quenching; stimulated with forskolin plus potentiator P3; % fluorescence drop versus neutral controls. activity (quench increase), % at 7.58 µM. actives 0.36% (n = 350,000);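 active = mean added fluorescence quench of at least 8% versus neutral control, with both replicates also reaching 8%; inconclusive = only one of the mean or replicate conditions met; inactive = mean below 8% and not both replicates reaching 8%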;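 note: cells transiently co-express mutant CFTR-F508del with the halide-sensitive YFP; corrector assay measuring rescue of mutant channel to the surface after 24 h compound exposure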
RAD54 inh – RAD54 (human) branch migration inhibition; RAD54 Holliday junction branch migration, FAM/BHQ fluorescence; actives 0.14% (n = 360,000); inhibition, % at 10.4 µM; Q92698;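 active = mean normalized replicate activity at least 40 and at least half of replicates scoring 40 or more; inconclusive = only one of the two criteria met; inactive = mean below 40 and under half of replicates reaching 40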;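 note: 0% = median of neutral control wells and 100% = median of positive control wells; inhibitors cause a drop in the FAM fluorescence signal; in these data hits start at about 50%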
Target sequence (Q92698 whole entry, looked up): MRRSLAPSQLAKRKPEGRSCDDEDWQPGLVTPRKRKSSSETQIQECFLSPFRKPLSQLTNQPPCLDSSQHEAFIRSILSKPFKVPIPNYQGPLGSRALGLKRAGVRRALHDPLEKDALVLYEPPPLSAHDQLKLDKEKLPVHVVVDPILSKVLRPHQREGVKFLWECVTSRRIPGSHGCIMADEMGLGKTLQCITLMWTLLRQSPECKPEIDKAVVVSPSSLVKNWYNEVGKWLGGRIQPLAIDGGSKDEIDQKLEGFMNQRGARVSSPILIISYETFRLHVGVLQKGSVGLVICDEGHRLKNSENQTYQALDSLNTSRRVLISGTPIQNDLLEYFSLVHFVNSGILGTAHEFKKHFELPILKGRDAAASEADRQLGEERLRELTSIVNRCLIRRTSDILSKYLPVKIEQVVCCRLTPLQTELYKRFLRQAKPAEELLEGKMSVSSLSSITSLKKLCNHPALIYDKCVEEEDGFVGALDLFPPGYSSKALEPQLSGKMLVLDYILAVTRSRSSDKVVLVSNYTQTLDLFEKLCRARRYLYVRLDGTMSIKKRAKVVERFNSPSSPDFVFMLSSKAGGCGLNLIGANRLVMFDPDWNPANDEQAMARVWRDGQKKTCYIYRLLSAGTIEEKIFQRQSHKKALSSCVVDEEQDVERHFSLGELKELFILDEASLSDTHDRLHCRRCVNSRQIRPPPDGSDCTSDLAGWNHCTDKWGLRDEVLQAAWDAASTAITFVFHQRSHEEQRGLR
DENV2 CPE rescue – DENV2-induced cell death inhibition; CPE inhibition, % at 9.99 µM; actives 1.7% (n = 350,000); DENV2-infected cells, cytopathic effect rescue, plate reader; in the data active = CPE inhibition above about 20%, passing the limit was not always enough; inconclusive = no clear call, values can overlap the other calls; tested in BHK-21 cells;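 note: 0% = median of neutral control wells and 100% = median of positive control wells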
An asterisk follows results filed as active; ? = inconclusive; · = no result given.

SMILES	XiGFP reactiv	RAD52 anneal inh	Casp6 inh	INS-1E GSIS act	E-sel inducer	F508del corr	RAD54 inh	DENV2 CPE rescue
CCCNC(=O)N1[C@H](CO)[C@@H](c2ccccc2-c2cccc(C)c2)[C@@H]1C#N	0.1	-16.6	0.7	-16.3	-0.1	-2.8	·	-10.7
CCCN1[C@H](C(=O)N(C)C)[C@@H](CO)[C@@H]2Cn3c(ccc(/C=C/c4ccccc4)c3=O)[C@@H]21	0.6	-31.4	-1.6	-7.0	0.2	·	-2.1	55.6*
C#CCOCCOCCOCCNc1nc(N2CCOCC2)nc(N2CCN(C(=O)[C@H](CCCCN)n3cc([C@@H](N)C(C)CC)nn3)CC2)n1 (some centres not stated)	-0.1	4.0	-69.6	8.0	0.0	-1.1	-1.9	?
O=C1NC(=S)N/C1=C/c1cccnc1	-0.2	-11.7	4.1	14.8	0.4	-1.9	-6.5	12.3
COC(=O)c1cc2c(c3c4cc(F)ccc4n(S(=O)(=O)c4cccc(C)c4)c13)C(=O)N(Cc1ccc(N(C)C)cc1)C2	-0.1	-8.9	-3.6	·	0.0	-0.6	·	-3.0
O=C(C[C@@H]1C[C@H]2c3cc(NC(=O)NC4CCCC4)ccc3O[C@H]2[C@H](CO)O1)NCc1ccc2c(c1)OCO2	0.2	-8.0	-0.1	-12.7	0.5	0.2	-5.9	-5.7
CC(=O)N1c2ccc(S(=O)(=O)N3CCCCC3)cc2CC1C(=O)NCc1ccc(N(C)C)cc1 (configuration not stated)	0.0	-14.2	3.7	-4.8	·	-1.5	-0.7	-2.7
COc1cc(C)ccc1OCCCOc1c(Cl)cccc1Cl	0.1	-10.1	-1.7	-22.8	-2.5	·	-3.1	-2.1
CCCCN1/C(=C/c2cccc[n+]2C)Sc2cc(NC(C)=O)ccc21	1.0	9.0	-1.5	1.5	0.0	2.7	12.6	1.5
O=C(O)CCCCCCCCCCCc1ccccc1	·	-5.8	-2.7	·	·	1.9	-3.2	-10.0
CC(C)NC(=O)Nc1ccc2c(c1)C(=O)N([C@H](C)CO)C[C@@H](C)[C@@H](CN(C)S(=O)(=O)c1cn(C)cn1)OCCCC[C@H](C)O2	0.2	-1.1	-3.3	19.7	·	2.7	-3.6	-10.4
COc1cc(C(=O)NCCSc2ccc(Cl)cc2)cc(OC)c1OC	0.0	3.5	-0.9	-16.2	·	6.0	-7.2	6.3
Cc1c(OCC(=O)C(C)(C)C)ccc2c(-c3ccccc3)cc(=O)oc12	0.0	-6.1	1.4	-9.1	·	-1.2	-2.2	-4.2
CN1C(=O)c2cc(NS(=O)(=O)c3ccc(Cl)cc3)ccc2OC[C@H]2O[C@H](CC(=O)N3CCc4ccccc4C3)CC[C@@H]21	0.3	10.3	1.7	-17.3	0.2	-1.3	4.8	10.2
C=CCC(Nc1ccccc1)c1cccc(OC)c1OC (configuration not stated)	0.0	-11.7	-0.1	-3.4	·	-2.0	1.4	4.4
CO[C@@H]1CN(C)C(=O)c2ccc(NS(=O)(=O)c3ccccc3)cc2OC[C@@H](C)N(Cc2ccccn2)C[C@@H]1C	0.1	-4.0	-1.3	-3.7	-0.3	3.4	4.3	-11.2
COc1ccc(N(C(=O)CNC(=O)c2ccco2)C(C(=O)NCC2CCCO2)c2ccccc2)cc1 (configuration not stated)	0.1	-11.8	6.3	2.1	·	0.3	-4.8	-0.2
COc1ccc(NC(=O)c2cc(C3CCCCN3S(=O)(=O)c3cn(C)cn3)on2)c(C)c1 (configuration not stated)	0.1	-10.1	-2.9	8.8	0.7	-2.8	-1.2	-9.1
CCOc1ccccc1C(=O)N/N=C/c1coc2ccc(C)cc2c1=O	0.6	-27.6	4.9	-8.5	1.4	1.2	-0.2	-1.5
CCC(=O)N1CCN(c2ccc(NC(=O)c3ccc(N4CCCC4)c([N+](=O)[O-])c3)cc2)CC1	0.0	-16.0	-1.8	-0.3	·	-0.7	·	·
Cc1ccc(Cl)cc1N(C(=O)c1csnn1)C(C(=O)NC1CCCC1)c1ccco1 (configuration not stated)	0.0	-7.2	-3.4	-33.9	·	-0.6	0.3	3.6
C[C@@H]1CN([C@@H](C)CO)C(=O)c2cc(NS(C)(=O)=O)ccc2O[C@@H](C)CCCCO[C@@H]1CN(C)C(=O)Nc1ccc(F)cc1	-0.9	-4.7	-2.0	15.4	-0.3	-0.7	6.3	1.4
Cc1ccc(S(=O)(=O)NC(=O)Nc2cccc(C)n2)cc1	-0.1	-9.7	-0.5	5.1	-0.2	0.0	2.0	-0.9
Cc1cccc(-c2c3c(nc4c2c(=O)n(C)c(=O)n4C)-c2ccccc2C3O)c1 (configuration not stated)	0.0	-17.5	1.7	-27.7	·	1.0	-8.0	2.2
C[C@@H]1CCCCO[C@@H](CN(C)Cc2ccc(Cl)c(Cl)c2)[C@H](C)CN([C@@H](C)CO)C(=O)c2cc(NC(=O)C3CCCCC3)ccc2O1	0.2	2.7	-0.3	-3.4	0.0	1.2	2.4	4.7
Cc1[nH][nH]c(=O)c1C(c1ccc([N+](=O)[O-])cc1)c1c(C)[nH][nH]c1=O	0.5	-1.6	2.4	-11.1	·	1.7	·	4.4
Cc1ccc(NS(=O)(=O)c2ccc(C(=O)NCc3ccncc3)cc2)cc1	0.0	0.4	0.3	-19.9	0.3	-3.2	2.0	-3.8
Cc1nnc(Sc2cc(C(=O)NCCCOC(C)C)c3ccccc3n2)s1	-0.2	2.2	0.9	17.7	·	-0.6	-0.5	0.8
C[C@@H]1CN([C@H](C)CO)C(=O)Cc2cc(NS(C)(=O)=O)ccc2O[C@H]1CN(C)S(C)(=O)=O	-0.1	-6.9	3.3	8.9	-13.2	0.5	0.9	-6.4
O=C(NNC(=O)c1nn(-c2ccc(F)cc2)ccc1=O)Nc1cccc(Cl)c1	0.2	1.9	-1.8	9.7	0.0	-1.2	3.2	-6.7
COCCn1c(=NC(=O)C2COc3ccccc3O2)sc2cc(S(N)(=O)=O)ccc21 (configuration not stated)	0.0	-18.8	-3.7	-4.7	·	2.2	·	1.3
CC(=O)N1[C@H](CO)[C@@H](c2ccc(-c3ccccc3F)cc2)C12CN(CC1CCOCC1)C2	0.0	-5.4	-1.0	-8.7	0.0	-1.0	·	-6.9
COc1ccc(CCN=C(N)NS(=O)(=O)c2ccccc2)cc1	0.4	-9.2	1.4	0.3	-1.6	·	·	?
CCOC(=O)C1(C)CCN1C(=O)c1ccccc1Br (configuration not stated)	0.3	-3.5	0.6	11.8	0.0	-1.0	4.8	-2.3
O=C(Nc1ccccc1F)N[C@H]1CC[C@H](CCNC(=O)C2CCCCC2)O[C@H]1CO	0.3	-0.9	-1.4	9.9	0.0	-1.3	-1.6	-11.2
CC(=O)NC[C@H]1[C@@H](c2ccc(C3=CCCC3)cc2)[C@@H](CO)N1C(=O)C1CC1	0.2	-23.2	-0.4	4.1	0.1	1.8	·	5.4
CO[C@H]1CN(C)C(=O)c2ccc(NS(=O)(=O)c3ccc(Oc4ccccc4)cc3)cc2OC[C@H](C)NC[C@@H]1C	0.7	16.6	0.0	-4.1	-0.1	0.0	·	-3.9
Clc1ccccc1C(c1ccccc1)(c1ccccc1)n1ccnc1	0.0	-8.1	0.1	·	-2.4	0.4	-6.9	-0.9
COc1ccc(NC(=O)Nc2cc(C(C)(C)C)on2)cc1OC	0.2	-6.4	2.9	-8.3	·	-0.2	6.4	-4.7
CCCCN1C(=O)C(O)=C(C(C)=O)C1c1ccccc1[N+](=O)[O-] (configuration not stated)	0.0	-9.4	3.6	6.8	·	-3.5	·	-8.8

Overlap with the part before: 6 entries, then new ones.
SMILES	XiGFP reactiv	RAD52 anneal inh	Casp6 inh	INS-1E GSIS act	E-sel inducer	F508del corr	RAD54 inh	DENV2 CPE rescue
O=C(Nc1ccccc1F)N[C@H]1CC[C@H](CCNC(=O)C2CCCCC2)O[C@H]1CO	0.3	-0.9	-1.4	9.9	0.0	-1.3	-1.6	-11.2
CC(=O)NC[C@H]1[C@@H](c2ccc(C3=CCCC3)cc2)[C@@H](CO)N1C(=O)C1CC1	0.2	-23.2	-0.4	4.1	0.1	1.8	·	5.4
CO[C@H]1CN(C)C(=O)c2ccc(NS(=O)(=O)c3ccc(Oc4ccccc4)cc3)cc2OC[C@H](C)NC[C@@H]1C	0.7	16.6	0.0	-4.1	-0.1	0.0	·	-3.9
Clc1ccccc1C(c1ccccc1)(c1ccccc1)n1ccnc1	0.0	-8.1	0.1	·	-2.4	0.4	-6.9	-0.9
COc1ccc(NC(=O)Nc2cc(C(C)(C)C)on2)cc1OC	0.2	-6.4	2.9	-8.3	·	-0.2	6.4	-4.7
CCCCN1C(=O)C(O)=C(C(C)=O)C1c1ccccc1[N+](=O)[O-] (configuration not stated)	0.0	-9.4	3.6	6.8	·	-3.5	·	-8.8
Cc1ccc(-c2csc(NC(=O)c3c(C)noc3C)n2)cc1C	-0.1	-6.2	0.5	-7.0	·	1.4	-1.9	1.3
C[C@H]1CN([C@@H](C)CO)C(=O)c2cc(NC(=O)Cc3ccccc3)ccc2O[C@H]1CN(C)S(C)(=O)=O	-0.3	8.4	1.9	23.9	-0.1	-2.2	-17.7	4.3
O=C(CCN1C(=O)COc2ccccc21)NCCCN1CCc2ccccc2C1	·	-14.1	-3.9	-12.0	·	·	0.5	·
O=C(NCc1ccco1)c1ccc(CS(=O)c2ccccc2Cl)o1 (configuration not stated)	0.2	-5.1	1.1	-6.1	-0.2	0.4	10.0	10.5
Cc1ccc(C)c(N2CCN(S(=O)(=O)c3ccc4c(c3)CC(=O)N4C)CC2)c1	0.5	-18.6	-2.2	12.2	·	-4.1	-2.4	1.4
CCOC(=O)NC(=O)C(=CNc1cccc(C)c1)C(=O)NC(=O)OCC	0.1	-5.2	-0.5	0.5	·	·	·	?
C[C@H]1CN([C@@H](C)CO)C(=O)c2cc(NC(=O)Cn3cnnn3)ccc2O[C@@H]1CN(C)S(=O)(=O)c1ccc(F)cc1	-0.1	-10.1	1.8	9.1	-0.1	1.1	-5.2	-13.6
O=C(C[C@@H]1CC[C@H]2[C@@H](COC[C@@H](O)CN2Cc2ccc(Oc3ccccc3)cc2)O1)N1CCc2ccccc2C1	·	-8.9	-2.7	·	·	2.0	-1.6	4.7
O=C(Nc1ccc(OC(F)(F)F)cc1)c1[nH]ncc1[N+](=O)[O-]	-0.1	2.7	1.6	·	-2.2	-0.4	·	-1.6
Cc1cccn2c(=O)c(/C=C(\C#N)S(=O)(=O)c3ccccc3)c(N3CCN(Cc4ccccc4)CC3)nc12	0.0	-35.4	-1.3	7.1	-0.3	-4.3	-11.5	1.5
Cc1ccc(NC(=O)Cn2ccc([N+](=O)[O-])n2)cc1Cl	0.0	-6.4	7.0	-23.8	6.1	-0.6	1.6	-3.3
